OXTR ag: activates the human oxytocin receptor | P30559 | CHO-OTR cells, Fluo-8 calcium fluorescence; normalized: DMSO 0%, oxytocin 100% | activation, % at 3 µM | actives 0.32% (n = 320,000) | AID 2435;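 active = activation above the mean of all tested compounds plus 3 SD, cutoff set per screening run, cut at about 20% in these data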;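 note: peak over basal fluorescence ratio from a 100 s FLIPR kinetic read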
V1aR counter: counter-screen for oxytocin receptor agonists: human V1a receptor agonists; P37288; CHO-V1R cells, Fluo-8 calcium fluorescence, agonist mode; 0% DMSO, 100% 3 nM vasopressin; activation, % at 3 µM; actives 0.25% (n = 320,000); AID 2797;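 active = activation above the mean activation of all tested compounds plus 3 SD, per screening run, cut at about 20% in these data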;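 note: signal is peak over basal fluorescence ratio across a 100 second FLIPR read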
MEKK2 WT-MEK5: raises or lowers MEK5 binding to wildtype human MEKK2 PB1 domain; Q9Y2U5; bead flow cytometry, Alexa488-MEK5 binding to MEKK2 WT; actives lie on both sides; binding response (% of control), % at 10 µM; actives 1.1% (n = 290,000); AID 1531; in the data active = binding response below about 67% or above about 130%
PHOSPHO1 inh: blocks human PHOSPHO1 phosphatase activity. Q8TCT1. recombinant PHOSPHO1, absorbance phosphatase assay. inhibition, % at 13.3 µM. actives 1.1% (n = 290,000); in the data active = inhibition above about 60%
GalR3 antag: blocks the human galanin receptor 3. O60755. HEK293 GalR3-CNG cAMP membrane potential fluorescence; galR3 body fused to GalR1 C-terminus. inhibition, % at 3 µM. actives 0.44% (n = 360,000);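 active = inhibition above the screen-wide average plus 3 SD, cut at about 13% in these data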;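 note: forskolin and galanin both at EC90 stimulate the cells; cAMP rise reported by CNG channel membrane potential dye signal; 0% = forskolin plus galanin with DMSO and 100% = forskolin alone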
Target sequence (O60755 1-299 limits assumed): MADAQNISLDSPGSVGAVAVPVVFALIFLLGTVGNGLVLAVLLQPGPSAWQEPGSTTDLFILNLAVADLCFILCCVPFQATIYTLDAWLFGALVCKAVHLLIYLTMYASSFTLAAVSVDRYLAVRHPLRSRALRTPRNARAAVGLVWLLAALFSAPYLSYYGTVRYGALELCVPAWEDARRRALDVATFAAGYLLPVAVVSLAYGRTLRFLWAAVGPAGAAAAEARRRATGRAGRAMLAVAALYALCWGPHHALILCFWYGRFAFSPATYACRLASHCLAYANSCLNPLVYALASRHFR
MEKK2 mut-MEK5: signal of MEK5 binding to mutant human MEKK2 PB1 domain. bead flow cytometry, Alexa488-MEK5 binding to MEKK2 mutant. percent response, % at 10 µM. actives 0.35% (n = 290,000); in the data active = percent response above about 24%, passing the limit was not always enough; note: inactives centre near 1; some results filed as inactive read as strong as hits; reference of the scale not given here
GPR7 antagonist: blocks human GPR7 receptor signaling; P48145; GPR7-expressing cells, fluorescence antagonist assay; inhibition, % at 4.4 µM; actives 1.1% (n = 290,000); in the data active = inhibition above about 16%, passing the limit was not always enough;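 note: cells stimulated with the agonist NPW; 0% = agonist with vehicle and 100% = vehicle without agonist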
NALP1 inh: blocks the NALP1 inflammasome reconstituted in yeast; S. cerevisiae NALP1/ASC/caspase-1 growth, X-gal OD620, 72 h; inhibition, % at 10 µM; actives 0.61% (n = 280,000); in the data active = inhibition mostly above about 24%, no sharp cut-off; inactive = mostly below about 32%; note: some compounds called inactive have numbers as strong as hits
MEKK3 PB1 HTS: MEKK3-MEK5 PB1 interaction, increase or decrease | Q99759 | bead-based flow cytometry, Alexa488-MEK5 binding to MEKK3; actives lie on both sides; 0 = blocked by unlabeled MEK5, 100 = vehicle | binding response (% of control), % at 10 µM | actives 1.4% (n = 290,000) | AID 1529;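 active = binding response more than 3 SD above or below the average of its plate-row segment, actives on both sides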;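 note: Alexa488 bead fluorescence after subtracting the streptavidin-only scavenger bead signal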
Target sequence (Q99759 whole entry, looked up): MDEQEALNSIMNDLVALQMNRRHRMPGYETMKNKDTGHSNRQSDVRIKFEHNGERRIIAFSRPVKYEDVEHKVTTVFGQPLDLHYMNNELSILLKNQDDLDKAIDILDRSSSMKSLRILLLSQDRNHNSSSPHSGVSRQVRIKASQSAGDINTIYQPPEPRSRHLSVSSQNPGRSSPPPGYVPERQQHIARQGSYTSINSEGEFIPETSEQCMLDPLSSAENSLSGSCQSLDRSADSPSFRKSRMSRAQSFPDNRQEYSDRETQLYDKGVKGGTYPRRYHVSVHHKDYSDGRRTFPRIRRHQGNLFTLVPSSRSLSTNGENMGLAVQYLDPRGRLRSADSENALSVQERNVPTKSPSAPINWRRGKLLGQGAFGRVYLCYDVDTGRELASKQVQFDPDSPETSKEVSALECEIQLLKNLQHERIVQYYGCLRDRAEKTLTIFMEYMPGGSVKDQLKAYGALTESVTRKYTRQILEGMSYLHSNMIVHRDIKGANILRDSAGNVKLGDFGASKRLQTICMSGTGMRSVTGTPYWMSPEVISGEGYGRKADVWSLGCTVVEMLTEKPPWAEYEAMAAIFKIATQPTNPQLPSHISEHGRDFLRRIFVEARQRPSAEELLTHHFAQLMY
* = called active by the depositor; . = not tested or not shown.

Results follow in this order: OXTR ag	V1aR counter	MEKK2 WT-MEK5	PHOSPHO1 inh	GalR3 antag	MEKK2 mut-MEK5	GPR7 antagonist	NALP1 inh	MEKK3 PB1 HTS
COc1ccc(CCNC(=O)CSc2nc3cc(Cl)ccc3o2)cc1OC
    3.5	5.2	103	32	3	0	3	18	103
CC(C)C(=O)Nc1cccc(-c2nc3ncccc3o2)c1
    0.4	0.2	108	-2	-4	3	-11	23	109
COc1ccc(N2CCN(C(=O)C(=O)c3cn(CC(=O)N4CCCCCC4)c4ccccc34)CC2)cc1
    1.7	2.4	-5.0*	27	-5	5	-12	10	97
COC(=O)c1ccc(NS(=O)(=O)c2ccc3[nH]c(=O)oc3c2)cc1
    0.6	0.2	99	39	-9	-2	-1	3	101
O=C(NCC1CCCO1)C(=O)N/N=C/c1ccc(O)c(Cl)c1 (configuration not stated)
    -0.1	-0.3	100	12	-8	-5	-3	-6	93
Cc1cccc(NC(=O)C2C3C=CC(O3)C2C(=O)O)c1C (configuration not stated)
    0.9	0.7	109	.	-3	4	-15	19	108
CCCc1cc(=O)oc2cc(C)cc(OC(C)C(=O)NCc3ccccn3)c12 (configuration not stated)
    -0.3	-0.3	101	41	1	-1	-1	20	98
CCOc1ccccc1N(CC(=O)NCCc1ccccc1)C(=O)CCC(=O)Nc1ccccn1
    2.5	2.8	96	24	-1	2	-12	0	96
CCc1c(C)sc(NC(=O)c2cc(C3CC3)on2)c1C#N
    -0.4	1.7	105	15	.	1	.	0	106
O=C(NCc1cccnc1)c1cccc(C(F)(F)F)c1
    -0.1	-0.2	92	-14	-6	-4	-15	29	84

4 entries from above, with each value named:
> CC(C)C(=O)Nc1cccc(-c2nc3ncccc3o2)c1
  OXTR ag: 0.4; V1aR counter: 0.2; MEKK2 WT-MEK5: 108; PHOSPHO1 inh: -2; GalR3 antag: -4; MEKK2 mut-MEK5: 3; GPR7 antagonist: -11; NALP1 inh: 23; MEKK3 PB1 HTS: 109
> COc1ccc(N2CCN(C(=O)C(=O)c3cn(CC(=O)N4CCCCCC4)c4ccccc34)CC2)cc1
  OXTR ag: 1.7; V1aR counter: 2.4; MEKK2 WT-MEK5: -5.0*; PHOSPHO1 inh: 27; GalR3 antag: -5; MEKK2 mut-MEK5: 5; GPR7 antagonist: -12; NALP1 inh: 10; MEKK3 PB1 HTS: 97
> COC(=O)c1ccc(NS(=O)(=O)c2ccc3[nH]c(=O)oc3c2)cc1
  OXTR ag: 0.6; V1aR counter: 0.2; MEKK2 WT-MEK5: 99; PHOSPHO1 inh: 39; GalR3 antag: -9; MEKK2 mut-MEK5: -2; GPR7 antagonist: -1; NALP1 inh: 3; MEKK3 PB1 HTS: 101
> O=C(NCC1CCCO1)C(=O)N/N=C/c1ccc(O)c(Cl)c1 (configuration not stated)
  OXTR ag: -0.1; V1aR counter: -0.3; MEKK2 WT-MEK5: 100; PHOSPHO1 inh: 12; GalR3 antag: -8; MEKK2 mut-MEK5: -5; GPR7 antagonist: -3; NALP1 inh: -6; MEKK3 PB1 HTS: 93

The results go on:
Results follow in this order: OXTR ag	V1aR counter	MEKK2 WT-MEK5	PHOSPHO1 inh	GalR3 antag	MEKK2 mut-MEK5	GPR7 antagonist	NALP1 inh	MEKK3 PB1 HTS
Cn1c(N2CCOCC2)nc2c1c(=O)n(Cc1ccc(Cl)cc1)c(=O)n2C
    0.0	1.0	99	.	-5	-5	-10	.	100
CCN(CC)S(=O)(=O)c1ccc(N2CCOCC2)c(NC(=O)c2c3c(nc4ccccc24)CCC3)c1
    -1.8	3.0	90	-15	-9	2	-10	1	96
CC1(C)OC(=O)C(=CNc2ccccc2F)C(=O)O1
    -0.3	-0.2	100	-14	-3	-3	-10	-8	97
CC(=O)NCC(=O)OCc1ccc([N+](=O)[O-])cc1
    1.6	0.3	104	-12	-7	1	-2	30	106
CC1(C)CC(=O)N(CC(=O)NCc2ccc(F)cc2)c2ccccc2S1(=O)=O
    0.3	-0.7	96	-1	0	0	-5	-4	97
COC(=O)c1ccccc1NC(=O)CCCn1nc(C)c2c(C)n(-c3ccccc3)nc2c1=O
    1.5	0.9	94	45	-5	-9	-2	26	98
Cc1cccc(C)c1NC(=O)CN1C(=O)C(C)Oc2ccccc21 (configuration not stated)
    -0.9	-0.2	105	40	-8	9	0	-10	100
O=C(NCc1ccco1)c1c(F)cccc1Cl
    -1.3	-0.2	95	-3	1	0	8	38	98
O=C(NNS(=O)(=O)c1ccc(F)cc1)c1sccc1-n1cccc1
    -0.1	0.3	108	32	-4	-1	-3	6	110
CCn1c2ccccc2c2cc(NC(=O)CN3CCCC3)ccc21
    -0.1	1.1	139*	39	-10	19	-4	31	100
Cc1cccc(C)c1NC(=O)c1ccc2c(c1)CCN2S(C)(=O)=O
    2.6	1.9	107	34	-10	14	-16	16	110
CCOC(=O)c1c(NC(=O)C(=O)N/N=C/c2ccc(OCC)cc2)sc2c1CCCCC2
    -0.4	0.3	96	-16	7	-2	3	35	95
O=C(c1cnccn1)N1CCN(C/C=C/c2ccccc2)CC1
    0.7	0.4	92	17	-2	7	-14	2	99
O=S(Cc1ccc(Br)cc1)Cc1nnc(SCc2ccc(Cl)cc2)n1-c1ccccc1 (configuration not stated)
    1.0	2.0	100	3	-8	3	10	6	97
COc1ccc(N2CC(C(=O)Nc3ccc([N+](=O)[O-])cc3Br)CC2=O)cc1 (configuration not stated)
    1.8	3.8	98	32	-10	-4	1	20	102
CCOC(=O)CNC(=O)CSc1nc2sc(C)c(C)c2c(=O)n1C
    0.9	0.6	101	9	-4	-2	-16	-24	103
N#Cc1ccc(N2CCCC2C(=O)O)c([N+](=O)[O-])c1 (configuration not stated)
    0.5	-0.9	98	36	-1	0	-15	-2	96
Clc1ccc(N=NN2CCOCC2)cc1
    3.4	-0.1	103	43	-4	10	-10	11	99
Clc1ccc(CCNc2ncnc3c2nnn3Cc2ccccc2)cc1
    -2.3	-0.9	107	.	-9	11	9	13	103
Cc1ccccc1NC(=O)CCS(=O)(=O)c1ccc(Br)cc1
    -0.6	0.7	104	9	-4	-2	-6	23	102
COc1cc(OC)cc(C(=O)NCCNC(=O)c2ccccc2)c1
    -0.5	0.2	97	-31	1	-1	-8	2	94
CCCCN1C2CCCC1CC(NC(=O)c1ccccc1Cl)C2 (configuration not stated)
    -0.4	-0.7	106	29	-4	3	-13	5	104
N/N=C(\Cc1cscn1)c1ccc(O)cc1O
    -0.1	1.2	87	-12	3	-17	-18	0	85
CC1CC2(C)CC(C)C1(COC(=O)Nc1ccccc1)CO2 (configuration not stated)
    -2.0	-0.6	55	54	-8	-34	-1	5	53
O=[N+]([O-])c1ccc(Oc2ccc(/C=N/O)cc2)nc1
    0.5	1.0	92	8	-3	-10	11	2	96
O=C(Nc1ccccc1C(=O)N1CCOCC1)C1CCC(=O)N1C1CCCC1 (configuration not stated)
    1.0	0.9	107	24	-2	6	-18	-3	107
Cc1ccc(CNC(=O)c2ccc3c(=O)[nH]c4c(C(=O)NCC5CCCO5)sc(=S)n4c3c2)cc1 (configuration not stated)
    -0.8	0.3	104	-1	-1	4	-18	-5	104
O=C(/C=C/c1ccco1)Nc1ccccc1N1CCCC1
    -2.2	-0.8	94	25	-5	-7	5	8	97
COc1ccccc1NC(=S)NNC(=O)c1nn(C)c(C)c1Cl
    -0.2	0.2	106	79*	2	2	-3	-8	102
Cc1cc(-c2ccc(Cl)s2)n[nH]1
    -1.3	2.8	.	9	-3	.	-19	-28	.

Whole records, quoted from the list. Order of screens: OXTR ag, V1aR counter, MEKK2 WT-MEK5, PHOSPHO1 inh, GalR3 antag, MEKK2 mut-MEK5, GPR7 antagonist, NALP1 inh, MEKK3 PB1 HTS
Profile of `O=C(Nc1ccccc1C(=O)N1CCOCC1)C1CCC(=O)N1C1CCCC1` (configuration not stated) → 1.0, 0.9, 107, 24, -2, 6, -18, -3, 107
Profile of `O=C(NNS(=O)(=O)c1ccc(F)cc1)c1sccc1-n1cccc1` → -0.1, 0.3, 108, 32, -4, -1, -3, 6, 110

Next part.
mol	OXTR ag	V1aR counter	MEKK2 WT-MEK5	PHOSPHO1 inh	GalR3 antag	MEKK2 mut-MEK5	GPR7 antagonist	NALP1 inh	MEKK3 PB1 HTS
O=C(COC(=O)CCc1ccccc1)Nc1cc([N+](=O)[O-])ccc1F	1.1	1.7	97	23	.	-3	4	1	97
O=C(Cn1cnc2ccccc2c1=O)N1CCN(Cc2ccccc2)CC1	0.5	0.1	93	2	-5	-1	-6	4	100
CN(CCc1ccccc1)C(=O)c1cc(COc2cccc(C(F)(F)F)c2)on1	.	.	100	-12	-8	-6	10	21	101
CCN(CC)c1nc(-c2ccccn2)nc(-c2ccccc2)c1C#N	-2.5	-1.4	91	24	-3	-6	-7	12	99
CN(C)Cc1c(O)ccc2c3c(c(=O)oc12)CCCCC3	1.7	0.8	105	1	-6	11	11	8	103
COc1ccc(OCC(=O)Nn2c(-c3ccc(OC)cc3)nc3ccccc3c2=O)cc1	-0.1	0.7	105	12	0	1	-10	19	119
CCOC(=O)C1(CC2CCCCO2)CCN(Cc2nc3ccccc3[nH]2)CC1 (configuration not stated)	-0.4	0.1	101	28	-3	5	-3	-19	99
Cc1ccc(OCCn2c3ccccc3n3nc(C)c(=O)nc23)cc1	-0.5	0.0	104	39	0	0	-5	11	103
O=C(Nc1cccc(-n2cnnn2)c1)c1cc(Cl)nc(Cl)c1	6.3	6.7	99	51	-7	-3	-10	26	96
CCC(c1nnnn1CCOC)N1CCN(C(=O)c2ccco2)CC1 (configuration not stated)	0.2	1.2	97	26	5	0	6	-8	97
CCCCOC(=O)N/N=C/C=C/c1ccccc1	-2.8	0.4	120	4	-2	12	-7	32	101
CN(C)Cc1cn(CCC(=O)O)c2ccccc12	1.6	-0.6	104	.	-4	2	-16	.	102
O=C(CN(CC1CCCO1)C(=O)CNS(=O)(=O)c1ccc(F)cc1)NC1CCCC1 (configuration not stated)	-0.4	0.1	99	19	-8	-1	-13	3	98
COC(=O)c1cc(-c2ccc(Cl)cc2)n(-c2ccc(S(N)(=O)=O)cc2)n1	11	3.4	66	24	-4	-13	-4	12	56
O=C(CCCCn1c(=O)[nH]c2ccsc2c1=O)NCC1CCCO1 (configuration not stated)	1.1	1.1	97	-10	0	-1	-3	20	97
Cc1ccc2c(CN3CCCCC3)cc(=O)oc2c1C	-2.1	-1.1	106	.	-11	9	4	12	108
O=C(Cc1cccs1)N=Nc1c(O)[nH]c2ccccc12	0.3	-1.0	104	10	-7	-1	4	.	103
CC(C)NC(=O)CSc1nc(-c2ccccc2)cs1	.	.	104	-26	3	-2	-6	52	97
Cc1ccc(N(CC(=O)NC(C)(C)C)C(=O)CNC(=O)c2cccs2)c(C)c1	0.7	0.1	90	50	-6	-7	6	12	90
O=C1/C(=C/c2cccnc2)SC(=S)N1c1ccccc1	0.2	0.1	105	-1	-1	11	-1	31	104
C=CCN(C(=O)c1csnn1)C(C(=O)NC1CCCCC1)c1ccc(C)cc1 (configuration not stated)	-0.8	-0.6	93	39	-7	4	11	3	93
COc1cc(C(C(=O)NC2CCCCC2)N(C(=O)c2snc(C(N)=O)c2N)c2ccc(C)cc2)ccc1O (configuration not stated)	-0.7	3.6	93	-44	-8	-4	-7	14	102
